RMI FANCM FP = inhibitors of human RMI core complex binding to FANCM MM2 | FP signal (polarization) at 33 µM | hit rate 0.58% among 70,000 | Fluorescence polarization, RMI core complex with F-MM2 peptide; active compounds read low; in the data active = FP signal below about 40; note: inactives centre near 61; strong numbers were not always called active; unit not given here
An asterisk follows results filed as active; & = joins results of further samples. Not all compounds are listed, so the mix of outcomes need not match the whole.

Start of the data: the first two entries (preview)
SMILES	RMI FANCM FP
O=C(Cn1nc(-c2ccccc2)c2sc(N3CCOCC3)nc2c1=O)c1ccc2c(c1)OCCO2	72
Cc1ccc(-c2ccc(=O)n(CCNC(=O)Nc3cccc(C)c3)n2)cc1	68

Results, previewed entries included:
SMILES	RMI FANCM FP
O=C(Cn1nc(-c2ccccc2)c2sc(N3CCOCC3)nc2c1=O)c1ccc2c(c1)OCCO2	72
Cc1ccc(-c2ccc(=O)n(CCNC(=O)Nc3cccc(C)c3)n2)cc1	68
O=C(O)CSCC(=O)NC1Cc2ccccc2C1	61
COc1ccc(Cl)cc1NC(=O)C(=O)NCC(c1cccs1)N(C)C (configuration not stated)	54
Cc1ccc(-n2ccnc2N2CCN(C(=O)c3c(F)cccc3Cl)CC2)cc1	60
CCOC(=O)c1c(NC(=O)CSc2nnc3scc(-c4ccccc4)n23)sc2c1CCC(C)C2 (configuration not stated)	75
O=C(NCC(c1ccsc1)N1CCCC1)Nc1ccc2c(c1)OCO2 (configuration not stated)	67
Cc1noc(C)c1S(=O)(=O)NNC(=O)Nc1ccc(Cl)cc1	45
COc1ccc(CCNC(=O)Cc2cc(=O)[nH]c(SCc3cccc(Cl)c3)n2)cc1	59
Cc1ccc(-n2ncc3c(=O)n(Cc4c(F)cccc4Cl)cnc32)cc1	62
O=c1ccc(-c2ccc(F)cc2)nn1CCCNS(=O)(=O)c1cc(F)ccc1F	67
O=C(C1=COCCO1)N(CCn1cccn1)c1nc2c(F)cccc2s1	64
O=C(OCc1cc2c(cc1[N+](=O)[O-])OCO2)C1c2ccccc2Oc2ccccc21	57
O=C(CCSc1nc2scc(-c3ccco3)c2c(=O)n1-c1ccccc1)Nc1cccc(-c2nc3ccccc3s2)c1	80
COc1ccc(CCS(=O)(=O)Nc2ccc3c(c2)CN(C(=O)C(C)C)CC3)cc1	65

Rewritten with bars between the fields: part of the list above
molecule | RMI FANCM FP
COc1ccc(CCNC(=O)Cc2cc(=O)[nH]c(SCc3cccc(Cl)c3)n2)cc1 | 59
Cc1ccc(-n2ncc3c(=O)n(Cc4c(F)cccc4Cl)cnc32)cc1 | 62
O=c1ccc(-c2ccc(F)cc2)nn1CCCNS(=O)(=O)c1cc(F)ccc1F | 67
O=C(C1=COCCO1)N(CCn1cccn1)c1nc2c(F)cccc2s1 | 64
O=C(OCc1cc2c(cc1[N+](=O)[O-])OCO2)C1c2ccccc2Oc2ccccc21 | 57

Additional entries
SMILES	RMI FANCM FP
O=C(Cc1csc(Nc2ccccc2)n1)NCCC1=CCCCC1	65
COc1ccc(S(=O)(=O)N2CCOC(c3ccccc3)C2)c(C)c1 (configuration not stated)	76
COc1cccc(OCC(=O)NCC(c2ccsc2)N2CCN(C)CC2)c1 (configuration not stated)	84
COCC(=O)NCCn1ncc2c(N3CCCCC3)ncnc21	65
C=CCNC(=S)N/N=C\c1ccc(-c2ccc(Cl)cc2)o1	68
COC(=O)c1ccc(C(=O)OC)c(NC(=O)CN2CCOCC2)c1	71
O=C(NCc1ccccn1)C(=O)Nc1c2c(nn1-c1ccc(Cl)cc1)CSC2	51
O=C(CCCS(=O)(=O)Cc1ccccc1)Nc1nnc(-c2ccc(F)cc2)o1	63
COc1cc(OC)cc(C(=O)NCCn2ncc3c(=O)n(Cc4ccccc4C)cnc32)c1	68
O=C(NCCN1CCn2cc(OCc3ccccc3)c(=O)cc2C1=O)c1ccccc1	62
CC(=O)Nc1cccc(NC(=O)CSc2nc(CC(=O)Nc3ccc(C)cc3C)cs2)c1	63
O=C(O)CCn1cc(/C=N/NC(=O)c2ccncc2)c(-c2ccccc2)n1	61
CCOC(=O)c1cn[nH]c1S(=O)(=O)Nc1ccc(OCc2ccccc2)cc1	59
CC(C)(C)c1ccc(-c2nnc(SCC(=O)c3ccccc3)n2-c2ccc3c(c2)OCO3)cc1	68
COc1ccc(-c2cnc(SCc3ccc(Br)cc3)[nH]2)cc1	100
CC(Cl)C(=O)Nc1c2c(nn1C(C)(C)C)CSC2 (configuration not stated)	53
Cc1nc(-c2cnccn2)ncc1S(=O)(=O)c1ccc(Cl)cc1	57
COc1cccc2cc(-c3nnc(N)o3)oc12	72
CCOC(=O)c1ccc(N2C(=O)CC(Nc3ccc(N4CCOCC4)cc3)C2=O)cc1 (configuration not stated)	52
CCOC(=O)c1ccc(NC(=O)CN2C(=O)CNC2=O)cc1	63
COC(=O)c1ccc(CSc2ncccn2)cc1	55
COc1cccc(C(=O)N(CCCn2ccnc2)c2nc3ccc(C)cc3s2)c1OC	51
O=C(CSc1ccc(-c2ccc(Cl)cc2)nn1)NCc1ccc2c(c1)OCO2	55
CC(C)c1ccc(S(=O)(=O)NCC2CCN(C3CCCC3)CC2)cc1	80
CCOC(=O)N1CCN(C(=O)CSc2nc(-c3ccc([N+](=O)[O-])cc3)nc3c2c(=O)n(C)c(=O)n3C)CC1	62
O=[N+]([O-])c1ccc(N2CCC(n3cccc3)CC2)cc1	60
O=C(CSC1=Nc2cccnc2Nc2ccccc21)Nc1ccc(C(F)(F)F)cc1	57
CC(=O)N1CCN(c2nccn2-c2ccccc2F)CC1	60
COCCN1C(=O)CC(N2CCN(c3ccc(F)cc3)CC2)C1=O (configuration not stated)	57
CCCN(CCC)C(=O)Cc1csc2nc(-c3ccc(OCC)cc3)cn12	62
COc1cccc(S(=O)(=O)NCC(=O)Nc2ccc3sc(C)nc3c2)c1	74
N#CCCn1cc(/C=C/C(=O)OCC(=O)c2ccc(Cl)cc2)c(-c2cc3ccccc3o2)n1	59
O=C(CC1CCCCN1S(=O)(=O)c1cccs1)Nc1cccc(C(F)(F)F)c1 (configuration not stated)	72
N#C/C(=C\c1cc(C#Cc2ccccc2)cs1)C(=O)c1cccs1	42
O=C(NCCN1CCN(c2ccccc2)CC1)c1ccccc1C(F)(F)F	62
CCCc1cc(=O)[nH]c(=S)[nH]1	63&61&64
S=c1[nH]nc(Cc2ccccc2)o1	63
CC1CCN(C(=O)CSc2ccc(NC(=O)c3ccco3)nn2)CC1	64
CCc1ccc2ncc(C#N)c(Nc3cccc(SC)c3)c2c1	67
CSc1n[nH]c(NS(=O)(=O)c2cccc(C(F)(F)F)c2)c1-c1ccccn1	55
COc1cccc(OCC(=O)Nc2ccc3c(c2)N(C(=O)C2CCCC2)CC3)c1	79
CC(C)(C)OC(=O)C(C)(C)ONC(=O)Nc1ccc(Cl)cc1Cl	56
O=C1Cc2ccccc2C1=C1Cc2ccccc2C1	51
O=C(Oc1ccc(I)cc1)C(c1ccccc1)c1ccccc1	57
O=C(Nc1cccc(N2CCCCC2=O)c1)c1ccc(Cl)c(Cl)c1	69
COCC(=O)NCCn1ncc2c(=O)n(Cc3ccc(Br)cc3)cnc21	65
Cc1ccc(-n2c(C)nc3ccc(NC(=O)CNC(=O)c4ccccc4)cc3c2=O)cc1	61
Cc1sc2ncnc(NC(C)C(=O)O)c2c1C (configuration not stated)	58
Cc1cc(NC(=O)COc2coc(CN3CCc4ccccc4C3)cc2=O)no1	53
Cc1cc(C)cc(-n2c(SCc3ccccc3F)nc3c([nH]c4ccccc43)c2=O)c1	61
CC(c1ccccc1)n1c(SCc2cc(=O)oc3cc(O)ccc23)n[nH]c1=O (configuration not stated)	55&55
Cc1n[nH]c(=S)c2c1cnn2-c1ccccc1	69
COc1cc(OC)cc(-c2noc(Cn3ccn4nc(-c5ccc(F)cc5)cc4c3=O)n2)c1	72
O=C(CNC(=S)N(Cc1cccs1)C1CCCC1)NCc1cccnc1	68
Cc1ccc(-c2csc(NC(=O)c3ccc(COC(C)C)o3)n2)cc1	62
CN1C(=O)C(C)(C)COc2ccc(NC(=O)CCc3ccccc3)cc21	69
Cn1cccc1C(=O)NN=C(N)CSc1ccc(Cl)cc1	53
Cc1ccccc1-c1ccc(N2CCN(C(=O)Cc3ccc(F)cc3)CC2)nn1	71
CCCCCCCCCC(=O)NC(CN1CCOCC1)[C@H](O)c1ccccc1 (some centres not stated)	50
Cc1cc(C)cc(NC(=O)N2CCNC(=O)C2CC(=O)Nc2cc(Cl)ccc2Cl)c1 (configuration not stated)	57

Single entries from the results shown:
In RMI FANCM FP, COCC(=O)NCCn1ncc2c(=O)n(Cc3ccc(Br)cc3)cnc21 is listed with 65
In RMI FANCM FP, CCCCCCCCCC(=O)NC(CN1CCOCC1)[C@H](O)c1ccccc1 (some centres not stated) is listed with 50
In RMI FANCM FP, Cc1cc(C)cc(NC(=O)N2CCNC(=O)C2CC(=O)Nc2cc(Cl)ccc2Cl)c1 (configuration not stated) is listed with 57
In RMI FANCM FP, Cc1sc2ncnc(NC(C)C(=O)O)c2c1C (configuration not stated) is listed with 58
In RMI FANCM FP, CC(c1ccccc1)n1c(SCc2cc(=O)oc3cc(O)ccc23)n[nH]c1=O (configuration not stated) is listed with 55&55
In RMI FANCM FP, Cc1cc(NC(=O)COc2coc(CN3CCc4ccccc4C3)cc2=O)no1 is listed with 53
In RMI FANCM FP, CN1C(=O)C(C)(C)COc2ccc(NC(=O)CCc3ccccc3)cc21 is listed with 69

The list continues:
SMILES	RMI FANCM FP
COc1cc(C(=O)NCCc2ccc(N3CCCC3)cc2)cc(OC)c1OC	71
Cn1c(C2CCN(S(C)(=O)=O)CC2)nn(CC(=O)N2CCc3ccccc32)c1=O	63
O=C(CCCn1nc(-c2ccc(Cl)cc2)ccc1=O)Nc1cccc(C(F)(F)F)c1	105
NCc1ccc(OCc2ccccc2)cc1	67
O=C(CSc1ccccc1)N1CCc2ccccc21	55
COc1cc(C(=O)Nc2onc3c2CCC3)cc(OC)c1OC	56
OC(COc1ccc(-c2nnco2)cc1)CN1CCOCC1 (configuration not stated)	60
O=C(O)c1cc(=O)[nH]c2c(C(F)(F)F)cccc12	56
Cc1nc2c(Cl)c(Cl)c(Cl)c(N3CCOCC3)c2[nH]1	48
COc1ccccc1C(=O)NC(=S)N1CCNC(=O)C1CC(=O)OCC1CCCO1 (configuration not stated)	63
O=C(CN1CCN(S(=O)(=O)N2CCCCCC2)CC1)Nc1ccc(F)cc1	61
Cn1c(=O)n(CC(=O)NC(C)(C)C)c(=O)c2c(N3CCN(C(=O)c4ccco4)CC3)ccnc21	61
CC1CC(C)CN(c2nc3c(c(=O)[nH]c(=O)n3C)n2CCSc2nc3ccccc3s2)C1 (configuration not stated)	59
CC(C)c1cc(=O)n2c(n1)SCC2CC(=O)Nc1nccs1 (configuration not stated)	65
CC(=O)O[C@@H]1CC[C@@]2(C)C(C[C@@H](OC(C)=O)[C@@]3(C)C4=CC(=O)O[C@@H](c5ccoc5)[C@]4(C)CCC23)C1(C)C (some centres not stated)	62
O=C(CSc1nccn1Cc1ccco1)NCCc1ccccc1	55
O=c1ccc2cc(S(=O)(=O)N3CCOCC3)ccc2o1	56
COc1ccc(CC(=O)NCC(=O)N/N=C\c2cccc(Br)c2)cc1	66
CC1CCCCC1NC(=O)C1CCN(C(=O)N(C)C)CC1 (configuration not stated)	57
CCOC(=O)Nc1cccc(N2CCCC2=O)c1	65
CC1CCN(C(=O)CSc2nc(C(C)C)nc3c2c(=O)n(C)c(=O)n3C)CC1	76
O=C(Nc1noc2ncccc12)C(c1ccccc1)c1ccccc1	72
CCn1cccc(-c2nnc(SCC(=O)NCc3ccc(F)cc3)n2C)c1=O	61
Cc1nc2ccc(S(=O)(=O)NCCn3nc(-c4cccs4)ccc3=O)cc2s1	54
O=S(=O)(c1cccc(C(F)(F)F)c1)N1CCN(Cc2ccccc2)CC1	72
CN1C(=O)NC2(CCN(CC(=O)N3CCCc4ccccc43)CC2)C1=O	56
Cc1cc(=O)n2c(-c3cccc(NS(=O)(=O)c4cccs4)c3)csc2n1	63
Cc1ccc(-n2nnnc2CNC(=O)C2CCCC2)cc1C	60
O=C(Nc1ccc2c(c1)C(=O)NCCO2)c1cccc(Br)c1	63
O=c1ncn(Cc2ccccn2)cc1-c1ccccc1	54
O=C(NNC(=O)c1cccs1)c1csc(COc2ccccc2Cl)n1	57
Cc1cc(OCC(O)CNCc2ccco2)ccc1Cl (configuration not stated)	70
CC1CC[C@@]2(OC1)O[C@H]1CC3C4CC[C@@H]5CC(=O)CC[C@]5(C)C4CC[C@]3(C)[C@H]1[C@@H]2C (some centres not stated)	60
O=C(NCCCc1ccccc1)c1sccc1S(=O)(=O)N1CCN(c2ccccc2)CC1	58
CCOC(=O)C(C=Nc1nc(-c2ccccc2)c(C(=O)Nc2cccc(C(F)(F)F)c2)s1)C(=O)OCC	67
Nc1nc(SCC(=O)NCC2CCCO2)[nH]c(=O)c1NC(=O)c1ccccc1F (configuration not stated)	73
N#CC(=C1SCCS1)S(=O)(=O)Cc1ccco1	60
Cc1nnsc1C(=O)NCc1csc(-c2cccs2)n1	58
Cc1ccc(-n2nnnc2CNC(=O)COc2ccc(Cl)cc2Cl)cc1C	53
O=C(CSc1nc2ccccc2s1)N1CCN(c2ncc(C(F)(F)F)cc2Cl)CC1	58
C=C(Br)CSCc1nc2ccccc2[nH]1	62
CCS(=O)(=O)N1CCc2ccc(NC(=O)COc3ccc(Cl)cc3)cc2C1	63
O=C(NNc1nc2ccc(F)cc2s1)c1ccc(S(=O)(=O)N2CCc3ccccc3C2)cc1	58
COc1ccc(NC(=O)CSc2ncc(-c3cccc(Br)c3)o2)cc1	112
COC(=O)Cc1c(C)ncnc1OCC(=O)Nc1ccc2c(c1)OCCO2	54
O=C(O)C(Sc1nc2ccccc2[nH]1)c1ccccc1 (configuration not stated)	57
Cc1ccc(S(=O)(=O)c2nnn3c2nc(N2CCN(C(=O)c4ccco4)CC2)c2ccccc23)cc1C	57&66
Nc1ccc(Br)nc1Cl	55
CCOc1ccc(OCCNC(=O)c2c(F)cccc2F)cc1	61
Cc1cccc(NC(=O)Cn2c(=O)n(-c3ccc(CC(=O)NC4CC4)cc3)c(=O)c3ccccc32)c1C	64
COc1ccc(S(=O)(=O)N2CCN(S(=O)(=O)c3ccc(OC)c(C)c3)C(C)C2)cc1C (configuration not stated)	59
CCOC(=O)c1cc(-c2ccccc2)sc1NC(=O)CSc1nc2ccccc2s1	63
CCOc1ccccc1NC(=O)CCc1csc(NS(=O)(=O)c2ccccc2)n1	61
Cc1ccc(S(=O)(=O)NC(=S)NNC(C)(C)C)cc1	62
